High-throughput results from PubChem.
dFosB activator: activators of mouse delta FosB homodimer | P13346 | purified delta FosB, TAMRA-CDK5 oligo fluorescence polarization; percent of positive-control signal above neutral wells | activation, % at 25 µM | 0.99% of 340,000 active;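 active means mean activation above about 17%, with every replicate also reaching it, limit read from the data, passing the limit was not always enough; inconclusive means only one of the two conditions met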;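 further: fluorescence polarization rise as delta FosB binds a TAMRA Cdk5 AP-1 oligo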
PKA-R2B activ: activates the human PKA-R2B holoenzyme complex; AID 504700; 0.079% of 340,000 active; activation, % at 11.4 µM; PKA-R2B holoenzyme dissociation, Cy5-IP20 fluorescence polarization; R2B truncated from residue 108, S112A mutant; 0% DMSO only, 100% 113 µM cGMP; P22694+P31323;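 active means activation above a cutoff set at the mean over all compounds plus 3 SD, cut at about 18% in these data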;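 further: higher means more holoenzyme dissociation and a rise in polarization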
Target sequence (P31323 whole entry, looked up, other chains not shown, the tested form may be a part): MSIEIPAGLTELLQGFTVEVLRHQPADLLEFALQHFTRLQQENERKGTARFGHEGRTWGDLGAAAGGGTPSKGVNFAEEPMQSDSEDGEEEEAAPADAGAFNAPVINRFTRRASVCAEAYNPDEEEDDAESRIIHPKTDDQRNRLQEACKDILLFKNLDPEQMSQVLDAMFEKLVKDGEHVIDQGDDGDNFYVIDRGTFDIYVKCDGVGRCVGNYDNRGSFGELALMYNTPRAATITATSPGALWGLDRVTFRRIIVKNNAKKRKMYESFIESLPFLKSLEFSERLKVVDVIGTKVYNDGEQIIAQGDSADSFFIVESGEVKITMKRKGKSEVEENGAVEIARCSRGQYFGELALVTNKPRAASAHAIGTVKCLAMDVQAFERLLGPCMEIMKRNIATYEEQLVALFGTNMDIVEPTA
SR-BI HDL uptake: blocks mouse SR-BI lipid uptake from DiI-HDL; Q61009; ldlA[mSR-BI] CHO cells, DiI-HDL uptake fluorescence, 3 h; inhibition, % at 12.5 µM; 0.96% of 320,000 active; AID 488896;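 active means mean replicate inhibition of at least 70% and a set share of replicates each scoring 70 or more; inconclusive means meets just one of the two criteria; inactive means fails both criteria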;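 further: 0% = median of neutral control wells and 100% = median of positive control wells; values of inactives mirror those of a sister screen read the other way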
Target sequence (Q61009 whole entry, looked up): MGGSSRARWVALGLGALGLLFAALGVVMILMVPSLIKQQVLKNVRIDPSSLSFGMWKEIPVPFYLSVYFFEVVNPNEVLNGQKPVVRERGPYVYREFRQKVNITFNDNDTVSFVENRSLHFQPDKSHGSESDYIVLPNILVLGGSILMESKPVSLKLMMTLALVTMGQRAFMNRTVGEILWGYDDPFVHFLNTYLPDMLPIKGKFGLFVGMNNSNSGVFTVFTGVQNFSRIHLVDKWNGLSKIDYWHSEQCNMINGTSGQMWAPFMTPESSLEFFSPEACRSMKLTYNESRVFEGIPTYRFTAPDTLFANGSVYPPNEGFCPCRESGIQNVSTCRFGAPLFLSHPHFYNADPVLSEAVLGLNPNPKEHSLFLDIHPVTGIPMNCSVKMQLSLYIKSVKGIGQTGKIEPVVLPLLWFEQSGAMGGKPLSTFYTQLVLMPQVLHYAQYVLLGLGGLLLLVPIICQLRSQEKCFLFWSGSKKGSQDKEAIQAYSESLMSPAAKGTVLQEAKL
DSG3 Ab inh: inhibitors of pemphigus antibody binding to human desmoglein-3; P32926; 0.48% of 310,000 active; AID 588358; DSG3-coupled beads, scFv-anti-DSG3-GFP binding, flow cytometry; active compounds read low; binding (percent of control), % at 10 µM;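 active means binding more than 3 SD below its plate's average and above zero; inconclusive means below that plate limit but binding exactly zero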;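 further: hits lower antibody fragment binding to DSG3; some compounds called inactive have numbers as strong as hits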
MITF TRPM1 HTS: MITF TRPM1 promoter activation in melanoma cells; SK-MEL-5 TRPM1-promoter luciferase, 24 h; % of positive control, neutral wells = 0; activation, % at 12.5 µM; 0.75% of 300,000 active; AID 588334;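 active means mean activation of at least 80% with every replicate also reaching 80%; inconclusive means mean reaches 80% but some replicate falls short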;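 further: 0% = neutral control wells and 100% = parthenolide positive control wells; values of inactives mirror those of a sister screen read the other way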
Arr AP2 block: inhibitors of human beta-arrestin and AP2 interaction. FITC-arrestin peptide / GST-AP2 beads, flow cytometry; AP2 beta2 appendage carries R879A mutation. inhibition, % at 10 µM. 0.31% of 340,000 active. AID 504490;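 active means inhibition above a set limit, near 3 SD of compounds lacking own fluorescence, cut at about 54% in these data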;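 further: plate controls were DMSO wells for no effect and 5 µM unlabelled arrestin peptide for full effect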
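Measured by: flow cytometry, FL1 (488/535 nm); Material: AP2 appendage R879A on GSH beads; Evaluation: percent response; Timing: pre-incubation 12 min, peptide binding 1 h, room temperature; Also added: 50 nM FITC-arrestin peptide; Medium: PBS with 0.05% Tween 20 and 0.1% BSA.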
SUMO Mot1 rescue: blocks SUMOylation pathway, rescuing yeast Mot1-301 growth. S. cerevisiae Mot1-301 growth rescue, ATP luminescence, 38.5C; percent above DMSO median, 100 means doubled. growth rescue, % at 18.8 µM. 1% of 320,000 active. AID 2716;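 active means every valid replicate shows activation above 250% relative to neutral control wells; inactive means the rest, any valid replicate at or below 250%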;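 further: OY570 slx delta 5 strain wells were the positive control but not used for scaling; some compounds called inactive have numbers as strong as hits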
CDK5 p35 inh: inhibitors of human CDK5/p35 kinase | Q00535+Q15078 | Recombinant CDK5/p35, ADP-Glo luminescence, 60 min | inhibition, % at 10 µM | 0.01% of 330,000 active;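 active means highest replicate inhibition of at least 50% and at least 75% of replicates reaching 50%; inconclusive means only one of the two criteria met; inactive means both criteria failed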;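 further: plate controls were DMSO neutral control for no effect and GW8510 at 10 µM for full effect; many of its hits are not listed in these tables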
NSD2 HMT inh: NSD2 (human) methyltransferase inhibition. O96028. NSD2 peptide methylation, AlphaScreen, 120 min. inhibition, % at 12.5 µM. 0.54% of 310,000 active; in the data active means inhibition above about 50%
SR-BI DiI-HDL act: enhances SR-BI lipid uptake from DiI-HDL | CHO ldlA[mSR-BI] cells, DiI-HDL uptake fluorescence, 3 h; 100 = double the neutral-control signal | 0.096% of 320,000 active | activation, % at 12.5 µM;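 active means mean replicate activation of at least 60% and every replicate at or above 60%; inconclusive means mean or all-replicate condition met, but not both; inactive means mean below 60% and not all replicates reaching 60%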;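 further: 0% = median plate neutral-control signal and 100% = twice that signal; values of inactives mirror those of a sister screen read the other way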
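Assay system: CHO ldlA[mSR-BI] cells, LDL receptor-null, SR-BI overexpressing; medium: Ham's F12 with 0.5% BSA, HEPES 25 mM, pH 7.4; also added: DiI-HDL 10 µg/mL; timing: 3 h uptake period with compound, 37 °C; signal: DiI fluorescence, bottom read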
PKA-R1A act: activates the PKA-R1A holoenzyme complex | P00514+P68181 | 0.083% of 340,000 active | activation, % at 11.4 µM | AID 504707 | PKA-R1A dissociation, Cy5-IP20 fluorescence polarization; scaled: DMSO 0%, 113 µM cGMP 100%;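 active means percent activation above the mean of all tested compounds plus 3 SD, cut at about 19% in these data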;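 further: higher means more PKAc released from R1A so a rise in polarization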
* hit, by the source's call; u = inconclusive; x = no result given. The order is random (roughly 4.7% active in at least one column).

SMILES	dFosB activator	PKA-R2B activ	SR-BI HDL uptake	DSG3 Ab inh	MITF TRPM1 HTS	Arr AP2 block	SUMO Mot1 rescue	CDK5 p35 inh	NSD2 HMT inh	SR-BI DiI-HDL act	PKA-R1A act
CCCOP(=O)(c1ccc(N(C)C)cc1)C(O)c1c(Cl)cccc1Cl (centres undefined)	0	-8	-2	95	2	34	-12	1.1	-3	2	6
O=C(O)CCc1ccc(-c2ccc(Cl)cc2)n1NC(=O)c1ccc(O)cc1	-6	-15	-4	96	-10	-18	-3	1.7	3	4	-2
CC1CC(C)CN(c2cc(=O)n(Cc3ccc(F)cc3)c(=O)[nH]2)C1 (centres undefined)	0	-1	-18	101	-1	2	458	-0.3	x	18	-4
O=C(N/N=C/c1ccc(OC(=O)c2ccccc2)cc1)c1cccc(O)c1	-4	-5	14	98	16	51	-7	2.4	-2	-14	0
COc1ccccc1N1CCN(C(CNS(=O)(=O)c2ccccc2)c2ccccc2)CC1 (centres undefined)	-5	12	10	x	-2	26	-12	1.7	0	-10	-3
O=C1CCC(C(=O)OCC(=O)N2N=C3/C(=C\c4ccccc4)CCCC3C2c2ccccc2)N1 (centres undefined)	-28	0	-3	96	-7	-2	x	-2.0	7	3	3
Cc1ccc(NC(=O)COc2ccc3c(c2)CCC3)nc1	-14	3	-10	113	94*	-11	21	1.1	-3	10	1
CNC(=O)CN1C(=O)NC2(CCc3ccccc32)C1=O (centres undefined)	5	2	13	100	-5	-3	3	2.9	2	-13	-4
COc1ccc(C(c2nnnn2C2CCCC2)N2CCN(C(=O)c3ccco3)CC2)cc1OC (centres undefined)	-8	-5	-20	89	-1	4	-5	-6.0	x	20	0
COc1ccc(-c2noc(C3CCCN(C(=O)c4ccc(C)cc4)C3)n2)cc1 (centres undefined)	-11	-6	x	93	-2	35	1	0.3	-2	x	0

Compound profiles, from the list above. Values in the order: dFosB activator	PKA-R2B activ	SR-BI HDL uptake	DSG3 Ab inh	MITF TRPM1 HTS	Arr AP2 block	SUMO Mot1 rescue	CDK5 p35 inh	NSD2 HMT inh	SR-BI DiI-HDL act	PKA-R1A act
Profile of O=C1CCC(C(=O)OCC(=O)N2N=C3/C(=C\c4ccccc4)CCCC3C2c2ccccc2)N1 (centres undefined) → -28	0	-3	96	-7	-2	x	-2.0	7	3	3
Profile of CC1CC(C)CN(c2cc(=O)n(Cc3ccc(F)cc3)c(=O)[nH]2)C1 (centres undefined) → 0	-1	-18	101	-1	2	458	-0.3	x	18	-4
Profile of Cc1ccc(NC(=O)COc2ccc3c(c2)CCC3)nc1 → -14	3	-10	113	94*	-11	21	1.1	-3	10	1
Profile of COc1ccc(C(c2nnnn2C2CCCC2)N2CCN(C(=O)c3ccco3)CC2)cc1OC (centres undefined) → -8	-5	-20	89	-1	4	-5	-6.0	x	20	0
Profile of O=C(N/N=C/c1ccc(OC(=O)c2ccccc2)cc1)c1cccc(O)c1 → -4	-5	14	98	16	51	-7	2.4	-2	-14	0

The main list resumes with the three entries that preceded the break.
SMILES	dFosB activator	PKA-R2B activ	SR-BI HDL uptake	DSG3 Ab inh	MITF TRPM1 HTS	Arr AP2 block	SUMO Mot1 rescue	CDK5 p35 inh	NSD2 HMT inh	SR-BI DiI-HDL act	PKA-R1A act
CNC(=O)CN1C(=O)NC2(CCc3ccccc32)C1=O (centres undefined)	5	2	13	100	-5	-3	3	2.9	2	-13	-4
COc1ccc(C(c2nnnn2C2CCCC2)N2CCN(C(=O)c3ccco3)CC2)cc1OC (centres undefined)	-8	-5	-20	89	-1	4	-5	-6.0	x	20	0
COc1ccc(-c2noc(C3CCCN(C(=O)c4ccc(C)cc4)C3)n2)cc1 (centres undefined)	-11	-6	x	93	-2	35	1	0.3	-2	x	0
Cc1ccc2nc(SCC(=O)Nc3ccc(C(N)=O)cc3)[nH]c2c1	-2	-3	31	117	1	16	-18	-2.8	0	-31	-1
Cc1cc(C)n(CCC(=O)N/N=C/c2c(O)ccc3ccccc23)n1	-6	5	x	88	-59	-1	151	-0.3	5	x	-4
COc1ccc(C2Nc3ccccc3C(=O)N2c2ccc(C)cc2)cc1Cn1cc([N+](=O)[O-])cn1 (centres undefined)	1	-21	-9	100	91*	26	-2	1.6	3	9	-16
Cc1ccc2[nH]c(O)c(N=NC(=O)c3ccc(NS(=O)(=O)c4cccs4)cc3)c2c1	-10	2	x	113	-7	-7	0	-4.0	0	x	-5
O=C(C1CCC1)N1CCc2cc(S(=O)(=O)Nc3ccc4c(c3)OCCO4)ccc21	u	2	-10	69	-7	7	-2	0.2	0	10	-5
CCOC(=O)c1c(NC(=S)Nc2ccccc2)sc2c1CCCCC2	-6	-11	67	98	6	8	5	-0.9	x	-67	6
CN(C)CCCOC(=O)c1ccccc1Cl	3	3	-2	108	8	-1	4	2.3	5	2	-4
COCCCNC(=O)C[C@H]1C[C@H](C(=O)N(C(C)C)C(C)C)[C@@]2(C)c3[nH]c4ccc(Cl)cc4c3CCN2C1=O	-19	4	-14	95	-19	-7	x	1.3	x	14	-4
CN(Cc1ccccc1)C(=O)CN1C(=O)NC(C)(c2ccc(C(C)(C)C)cc2)C1=O (centres undefined)	-20	-1	x	89	7	-1	-8	-0.5	16	x	-5
O=C(CSCc1ccccc1)N1CCN(c2ccc(F)cc2)CC1	-5	-13	-7	105	13	-1	-36	1.0	-2	7	-9
Cn1c(=O)oc2cc(S(=O)(=O)N3CCC(C(=O)NCC4COc5ccccc5O4)CC3)ccc21 (centres undefined)	4	-8	x	-15*	-18	7	2	-0.2	x	x	-17
CC(=O)c1ccc(NC(=O)c2cc(C)no2)cc1	1	2	3	94	23	15	-6	1.6	-1	-3	6
Cc1ccc(S(=O)(=O)N2CCC(C(=O)Nc3nnc(C4CCCC4)s3)CC2)cc1	-5	-5	-2	102	-2	1	1	0.1	-2	2	0
CCOC(=O)N1CCN(C(=O)c2ccc(C)c(S(=O)(=O)N3CCCCC3)c2)CC1	-8	3	-1	114	-6	-2	-17	0.3	-2	1	-11
O=C(Nc1ccnc(-c2cccnc2)n1)c1cccs1	-14	-2	11	105	-8	-11	459	-1.2	0	-11	-5
O=C(Nc1nc(-c2ccc(F)cc2)cs1)C1CCN(C(=O)c2ccc(F)cc2)CC1	0	4	37	99	-31	-14	4	2.5	0	-37	-13
COC(=O)c1ccccc1NC(=O)CN1CCN(c2ccccn2)CC1	-5	-4	-2	101	0	-6	7	-0.6	2	2	-6
O=C(Nc1cc([N+](=O)[O-])ccc1Cl)c1ccc2c(c1)OCO2	3	6	12	82	-6	89*	1	0.4	-1	-12	1
CC(=O)Nc1ccc(NC(=O)c2nc(S(=O)(=O)Cc3ccccc3)ncc2Cl)cc1	1	-14	-14	132	-88	-4	0	0.7	3	14	-4
CC(=O)Nc1ccc(OCC(O)Cn2nc(C)c(Br)c2C)cc1 (centres undefined)	5	0	17	99	-7	-3	-2	0.8	-2	-17	-6
CC(C)C[C@@H]1CN=C(N)N1C[C@@H]1CCCN1C[C@H](C)N1C[C@@H](Cc2ccccc2)N(CCCC2CCCC2)C1=N	8	-12	-11	107	14	-11	8	0.8	x	11	2
Cc1ccc2nc(NCCCNC(=O)c3cnccn3)c(C#N)cc2c1	-1	7	-11	94	-4	7	x	3.6	-4	11	3
CCCCOCCOCCOCCCC	5	-5	-6	101	-5	-13	-7	0.5	x	6	-11
COc1cc(OC)nc(NC(=O)NS(=O)(=O)c2ccc(F)cc2)n1	8	x	-26	102	1	-12	115	-0.1	1	26	x
COc1cc(/C=N\NC(=O)CNC(=O)C(c2ccccc2)c2ccccc2)ccc1O	-11	8	x	98	2	34	474	-2.4	x	x	-1
O=C(NC1CCCC1)C(c1cccs1)N(Cc1ccco1)C(=O)c1csnn1 (centres undefined)	2	-13	-21	x	-5	24	-14	-1.7	-2	21	-16
COC/C=C/C1=CC2=CC(=O)C(C)(OC(=O)c3cnc4ccccc4n3)C(=O)C2=CN1C1CC1 (centres undefined)	1	5	-11	105	-8	26	-14	0.7	x	11	-5
Cc1ccc(Nc2nc(C)c3c(n2)CC(C)CC3=O)c(C)c1 (centres undefined)	2	-8	19	x	x	42	11	-0.5	-3	-19	-2
C=CCNc1sc(C(=O)c2ccccc2)c(N)c1C#N	-6	-5	-3	93	-1	-15	-4	0.8	-1	3	-14
COc1ccc(OCc2cccc(C(=O)NN)c2)cc1	-2	-5	67	102	-49	-15	-3	1.1	-2	-27	-8
CCOc1ccccc1C(=O)N(Cc1ccc(C)o1)C1CCS(=O)(=O)C1 (centres undefined)	-4	-1	-2	x	1	8	7	0.3	2	2	-1
N=C1/C(=C\c2ccc(OC(=O)c3ccc(F)cc3)cc2)C(=O)N=C2SC(N3CCCC3)=NN12	-8	-7	11	100	x	-10	8	-0.7	x	-11	-2
CCN(CC)C(=O)C1CC(=O)OC1(C)C (centres undefined)	0	-4	3	97	-9	-44	11	1.0	14	-3	3
CN(C)/C=N/c1[nH]ncc1C#N	-3	x	-33	98	5	33	312	0.4	-2	33	x
Cc1c(NC(=O)C2CC(c3cccc(Br)c3)=NO2)c(=O)n(-c2ccccc2)n1C (centres undefined)	-11	4	-15	100	-9	21	12	0.4	1	15	3
O=C(c1ccccc1)N1N=C(c2ccccc2O)CC1c1ccccc1 (centres undefined)	-10	0	-3	117	-5	3	-15	-0.4	-2	3	-12
Cc1oc(-c2ccc(Cl)cc2)nc1CN1CCCC(C(=O)NCCCN2CCOCC2)C1 (centres undefined)	-2	0	-3	105	x	23	-2	0.0	0	3	-13
